# Bioassay records from PubChem BioAssay.
# XiGFP reactiv = activators of inactive X chromosome reactivation, primary screen, imaging, XiGFP fibroblasts, GFP high-content imaging, set 2 | activation, % at 7.58 µM | XiGFP mouse fibroblasts, % GFP-positive cells imaging, 3 d; cells co-treated with 5-aza-dC sensitizer; scaled so ellipticine positive control = 100% | actives 0.055% (n = 360,000);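 active means mean normalized replicate activation at least 10% and every replicate at or above 10%; inconclusive means only one of the two criteria met; inactive means mean below 10% and not all replicates reach 10%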;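 further: 0% = median of on-plate neutral control wells and 100% = ellipticine 6 µM median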
#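 Schedule: 3 d treatment, 15 min room-temperature fixation; system: 68-5-11 XiGFP fibroblast line; buffer or medium: DMEM plus 5-aza-dC sensitizer; control set: ellipticine 6 µM positive control; compound: one concentration, pinned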
# DENV2 CPE rescue = inhibitors of DENV2 cytopathic effect, primary screen, cell-based, plate reader, single concentration | DENV2-infected cells, cytopathic effect rescue | CPE inhibition, % at 9.99 µM | actives 1.7% (n = 350,000) | AID 651640, 2012; in the data active means CPE inhibition above about 20%, passing the limit was not always enough; inconclusive means no clear call, values can overlap the other calls; tested in BHK-21 cells;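 further: 0% = median of neutral control wells and 100% = median of positive control wells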
# RAD54 inh = inhibitors of human RAD54 branch migration, primary screen, biochemical, fluorescence, single point; RAD54 Holliday junction branch migration, FAM/BHQ fluorescence; AID 602329, 2012; inhibition, % at 10.4 µM; actives 0.14% (n = 360,000); DNA repair and recombination protein RAD54-like (Homo sapiens), Q92698;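 active means mean normalized replicate activity at least 40 and at least half of replicates scoring 40 or more; inconclusive means only one of the two criteria met; inactive means mean below 40 and under half of replicates reaching 40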;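 further: 0% = median of neutral control wells and 100% = median of positive control wells; inhibitors cause a drop in the FAM fluorescence signal; in these data hits start at about 50%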
# CASP6 VEID inh = human caspase-6 inhibitors, primary screen, biochemical, VEID-R110 fluorescence, single point, set 2; P55212; purified caspase-6, Z-VEID-R110 cleavage fluorescence; inhibition, % at 12.5 µM; actives 0.53% (n = 350,000);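 active means mean inhibition across replicates at least about 35%, with every replicate also reaching that limit, limit read from the data; inconclusive means only one of the two criteria met; inactive means neither criterion met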;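 further: 0% = median of neutral control wells and 100% = no fluorescence left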
# Target sequence (P55212 24-179 limits assumed): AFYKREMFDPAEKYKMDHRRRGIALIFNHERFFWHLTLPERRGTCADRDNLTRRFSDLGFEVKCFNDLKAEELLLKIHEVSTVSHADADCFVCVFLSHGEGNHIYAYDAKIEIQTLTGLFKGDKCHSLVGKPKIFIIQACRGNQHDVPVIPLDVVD
# Target sequence (P55212 194-293 limits assumed): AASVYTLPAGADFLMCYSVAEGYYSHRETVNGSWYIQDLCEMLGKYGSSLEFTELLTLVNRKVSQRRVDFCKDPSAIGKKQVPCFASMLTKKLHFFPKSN
# E-sel inducer = E-selectin induction in HUVECs, primary screen, imaging, HUVEC, immunofluorescence imaging, single point | P16581 | normalized: neutral wells 0, TNF-alpha wells 100 | activation, % at 7.58 µM | actives 0.37% (n = 260,000) | AID 686992, 2013;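 active means mean E-selectin-positive cell signal at least 10% of the positive control, reached in at least 60% of replicates, without over 20% cell loss; inconclusive means no rule given, readout overlaps actives, possibly toxicity-flagged; inactive means the rest, including those meeting only one limit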;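 further: in these data hits start at about 27%; measured in HUVEC primary endothelial cells; signal is the percent of cells scored E-selectin positive by PE staining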
# Target sequence (P16581 whole entry, looked up): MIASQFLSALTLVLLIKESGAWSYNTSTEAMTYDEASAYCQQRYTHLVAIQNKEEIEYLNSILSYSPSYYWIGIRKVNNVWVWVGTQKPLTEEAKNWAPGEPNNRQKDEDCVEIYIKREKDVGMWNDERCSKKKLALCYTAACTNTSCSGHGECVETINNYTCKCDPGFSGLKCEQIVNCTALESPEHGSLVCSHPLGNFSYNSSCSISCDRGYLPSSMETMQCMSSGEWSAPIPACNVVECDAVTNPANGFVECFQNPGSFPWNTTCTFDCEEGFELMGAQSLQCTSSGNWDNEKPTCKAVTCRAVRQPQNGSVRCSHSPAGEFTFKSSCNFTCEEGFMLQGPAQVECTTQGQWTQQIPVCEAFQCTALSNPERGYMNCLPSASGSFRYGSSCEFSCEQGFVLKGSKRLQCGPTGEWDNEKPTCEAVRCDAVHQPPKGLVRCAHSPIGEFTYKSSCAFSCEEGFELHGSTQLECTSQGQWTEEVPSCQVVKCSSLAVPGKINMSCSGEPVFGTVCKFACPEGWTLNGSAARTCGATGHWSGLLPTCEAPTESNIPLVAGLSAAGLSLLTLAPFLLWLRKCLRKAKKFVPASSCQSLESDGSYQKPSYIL
#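 System: HUVEC / Compound: single concentration / Signal: immunofluorescence imaging / Read-out: percent E-selectin-positive cells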
# CFTR F508del cor = F508del CFTR correction, initial screen, CFBE line, single point; CFBE cells, YFP halide quenching; stimulated with forskolin plus potentiator P3; % fluorescence drop versus neutral controls; activity (quench increase), % at 7.58 µM; actives 0.36% (n = 350,000);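 active means mean added fluorescence quench of at least 8% versus neutral control, with both replicates also reaching 8%; inconclusive means only one of the mean or replicate conditions met; inactive means mean below 8% and not both replicates reaching 8%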;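 further: cells transiently co-express mutant CFTR-F508del with the halide-sensitive YFP; corrector assay measuring rescue of mutant channel to the surface after 24 h compound exposure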
# RAD52 anneal inh = RAD52 DNA annealing inhibitors, primary screen, biochemical, FRET, single point, set 2; DNA repair protein RAD52 homolog (Homo sapiens), P43351; recombinant RAD52 DNA annealing, FRET fluorescence; inhibition, % at 18.7 µM; actives 0.46% (n = 360,000); AID 651710, 2012;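 active means every replicate showing at least 50% inhibition; inconclusive means mean inhibition at least 50% but not in every replicate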
# GSIS activator = GLuc luminescence reporter in INS-1E cells, primary screen for activators of glucose-dependent secretion of insulin; activation, % at 16.6 µM; INS-1E GLuc reporter insulin secretion, 2-3 h; actives 0.61% (n = 370,000);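 active means lowest replicate activation of at least 40%, so every replicate reaches that level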;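 further: 0% = median of neutral control wells and 100% = median of IBMX positive control wells; some compounds called inactive have numbers as strong as hits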
# The depositor's hits bear a star; ? = inconclusive; / = no result given. This is a random part of the collection; any-hit rate near 3.7%.
SMILES,XiGFP reactiv,DENV2 CPE rescue,RAD54 inh,CASP6 VEID inh,E-sel inducer,CFTR F508del cor,RAD52 anneal inh,GSIS activator
CCOC(=O)/C(=N/Nc1ccccc1)Sc1nnc(CCc2ccccc2)n1-c1ccccc1,0.4,-3,/,3,/,/,-12,-29
O=C(c1cccc(F)c1)N1CC(=O)N2[C@H](C1)[C@@H](c1ccc(C3=CCCC3)cc1)[C@@H]2CO,0.0,-2,/,3,-0.1,-1.0,4,7
COc1ccc(C)cc1S(=O)(=O)N(CC(=O)Nc1cccc([N+](=O)[O-])c1)c1cc(C)cc(C)c1,/,-2,4,2,/,-2.7,-22,-13
CCS(=O)(=O)c1ccc(O)c(NC(=O)Nc2ccc(C(C)(C)C)cc2)c1,0.0,?,9,6,0.2,-2.6,-18,/
C[C@H]1CN([C@@H](C)CO)S(=O)(=O)c2ccc(C3=CCCCC3)cc2O[C@@H]1CN(C)Cc1cncnc1,0.2,-9,-1,1,-0.1,-4.7,5,-4
COC(=O)c1ccc(NC(=O)C(=O)N2CCN(C(=S)Nc3cccc(OC)c3)CC2)cc1,0.0,/,-6,/,0.0,/,/,-12
CCOC(=O)c1cccc(NC(=S)N2CCN(c3ncc4c(=O)c(C(=O)O)cn(CC)c4n3)CC2)c1,0.0,-1,/,3,/,0.5,-10,7
CC(C)C#Cc1ccc2c(c1)O[C@H](CN(C)C(=O)CC1CC1)[C@@H](C)CN([C@@H](C)CO)S2(=O)=O,0.0,-10,-4,1,-0.9,-0.4,5,-12
COc1ccc(C#Cc2ccc3c(c2)[C@@H]2[C@@H](CCN2C(=O)NC(C)C)[C@@H](CO)N3C)cc1,0.0,-7,-10,0,1.3,-0.2,-11,5
C[C@H](O)C#Cc1ccc2c(c1)O[C@@H](CN(C)Cc1cccnc1)[C@H](C)CN([C@@H](C)CO)S2(=O)=O,-0.3,0,-5,3,0.2,-1.0,0,26
O=C(Cc1ccncc1)Nc1ccc2c(c1)[C@H]1C[C@@H](CC(=O)NC3CCCCC3)O[C@@H](CO)[C@H]1O2,0.0,1,2,-1,-0.6,-2.2,-10,12
COc1ccccc1NC(=O)N[C@@H]1C=C[C@@H](CC(=O)N[C@H](C)c2ccccc2)O[C@@H]1CO,0.0,-3,-8,0,0.0,0.6,-6,8
COc1ccc(NC(=O)C(c2ccc(C)cc2)N(C)C(=O)Cc2cccs2)cc1 (stereo not given),0.0,?,/,-1,/,2.5,-6,/
O=C(CNC(=O)C1CCCC1)Nc1ccccc1Br,0.0,/,-5,0,/,0.4,1,-4
CCc1ccc(NC(=O)CSc2nnc(Cc3cccn3C)n2-c2ccc(F)cc2)cc1,0.2,-2,-2,3,0.0,1.1,-91,-15
CC(=O)C1=C(C)NC(=S)NC1c1ccc(F)cc1 (stereo not given),-0.1,2,/,-5,-0.3,0.6,-12,/
C=CCn1c(SCCC)nc(O)cc1=O,/,6,/,-1,/,1.8,-29,3
NC(=O)c1cccnc1Oc1ccc(Cl)cc1Cl,0.0,9,/,-1,2.2,-0.3,3,-3
CCCCCCCCS(=O)c1sc2nc(C)cc(C)c2c1N (stereo not given),/,/,-3,2,/,/,-11,5
CC1(C)CC(NS(=O)(=O)c2cccc3ccccc23)CC(C)(C)N1,-0.2,-10,-12,0,1.0,-0.4,-4,7
COc1ccc(C)cc1S(=O)(=O)N(CC(=O)N1CCCC1)c1ccc(C)cc1,0.5,1,-9,-2,-0.4,-1.1,-17,-4
CO[C@H]1CN(C)C(=O)c2ccc(NC(=O)C3CC3)cc2OC[C@@H](C)N(C(=O)c2cnccn2)C[C@@H]1C,0.2,-5,/,3,0.0,0.4,1,12
CCCOC(=O)c1ccc(NC(=O)c2ccccc2OC)cc1,0.0,-5,/,3,-0.8,1.9,-18,9
O=C(OCCN=C1NS(=O)(=O)c2ccccc21)c1cccc([N+](=O)[O-])c1,0.1,10,-4,-2,0.2,-0.7,-12,-10
O=C(c1cnccn1)N1CC(=O)N2[C@H](CO)[C@@H](c3ccc(C#CC4CCCC4)cc3)[C@@H]2C1,0.2,?,/,1,0.7,1.2,-9,24
Cc1noc(C)c1NC(=O)N(C)C[C@H]1Oc2ccc(NC(=O)CCN3CCOCC3)cc2CC(=O)N([C@H](C)CO)C[C@@H]1C,0.0,12,7,1,-0.1,-2.9,13,8
O=C(C[C@H]1C/C=C\CC[C@@H](Cc2ccc(F)cc2)C(=O)OC[C@H]2CCCN2C1=O)N[C@H](CO)Cc1ccccc1,0.0,13,-6,1,0.1,3.5,1,/
CN1CCN(C(=O)C[C@@H]2CC[C@@H]3[C@H](COC[C@H](O)CN3CC3CCCCC3)O2)CC1,0.2,7,-3,0,-0.1,1.6,0,12
C[C@@H]1CN([C@@H](C)CO)C(=O)c2cc(C3=CCCCC3)cnc2O[C@@H]1CN(C)Cc1ccccc1C(=O)O,0.6,-6,7,0,-0.1,-1.6,-1,28
C[C@H]1CN([C@@H](C)CO)C(=O)c2cc(NC(=O)CCC(F)(F)F)ccc2O[C@H]1CN(C)C(=O)Nc1ccccc1,0.0,4,4,8,0.0,1.3,13,6
COc1ccc(-c2cc(C(=O)Nc3cc(OC)c(OC)c(OC)c3)no2)cc1,0.0,18,1,1,0.0,0.1,-11,18
CC1(C)Nc2ccccc2C(=O)N1c1ccccc1,0.0,-2,-1,4,/,-2.8,-13,2
C[C@@H]1CN([C@@H](C)CO)S(=O)(=O)c2ccc(C3=CCCC3)cc2O[C@H]1CN(C)C(=O)Nc1ccc2c(c1)OCO2,-0.1,10,-2,-3,-0.2,5.4,-4,-11
O=S(=O)(c1cccc(F)c1)N1CC[C@@H]2[C@H](CO)Nc3ccc(Br)cc3[C@@H]21,0.1,-8,-4,5,-0.1,1.1,-102,-29
CC1(C)OC(=O)C=C(CC2NS(=O)(=O)OC3CCCCC23)O1 (stereo not given),0.1,/,8,2,-0.1,-2.2,1,/
CO[C@@H]1CN(C)C(=O)c2cc(NS(=O)(=O)c3ccccc3C)ccc2OC[C@H](C)NC[C@H]1C,1.4,-4,-3,1,-0.2,2.3,0,1
O=C1CC(c2ccc(F)cc2)C(n2cncn2)C(O)=C1C1NCCc2ccccc21 (stereo not given),0.2,3,-6,-4,11,1.5,-3,0
O=C(c1ccccc1-c1nc(-c2ccc(Cl)cc2)no1)N1CCCC1,/,-6,-7,-1,/,4.5,-10,15
CCCC#Cc1cnc2c(c1)C(=O)N([C@H](C)CO)C[C@H](C)[C@H](CN(C)C(=O)c1cccnc1)O2,-1.2,?,-6,2,-0.2,2.3,1,20
NC(=O)c1ccc(-c2nnn(CC(=O)Nc3cccc(S(=O)(=O)N4CCCC4)c3)n2)cc1,0.0,1,3,1,-0.4,-6.1,-14,-7

# 3 entries already listed, ordered by the value under CFTR F508del cor, largest number first.
SMILES | CFTR F508del cor
CCCC#Cc1cnc2c(c1)C(=O)N([C@H](C)CO)C[C@H](C)[C@H](CN(C)C(=O)c1cccnc1)O2 | 2.3
O=C(c1cnccn1)N1CC(=O)N2[C@H](CO)[C@@H](c3ccc(C#CC4CCCC4)cc3)[C@@H]2C1 | 1.2
O=S(=O)(c1cccc(F)c1)N1CC[C@@H]2[C@H](CO)Nc3ccc(Br)cc3[C@@H]21 | 1.1

# (list continues)
SMILES,XiGFP reactiv,DENV2 CPE rescue,RAD54 inh,CASP6 VEID inh,E-sel inducer,CFTR F508del cor,RAD52 anneal inh,GSIS activator
CCc1c(C)sc(NC(=S)N2CCN(CC)CC2)c1C(=O)OC,0.2,-3,/,0,?,6.7,-15,-14
O=C(Nc1nccs1)c1ccc2sc([C@H]3C[C@H](O)[C@@H](CO)O3)nc2c1,-0.1,6,-6,1,-0.2,1.3,-8,6
CCc1nonc1NC(=O)c1oc2ccc(F)cc2c1C,0.0,2,-16,-3,8.6,2.1,-9,4
CCc1cc(CN2CCOCC2)c(NC(=O)c2ccccc2)s1,0.0,7,/,-4,0.0,-0.6,-9,17
COc1ccccc1NS(=O)(=O)c1cc(NC(=O)c2ccccc2C)ccc1N1CCOCC1,0.0,3,12,6,/,-3.0,-10,-15
O=C(Nc1ccncc1)c1ccc(Br)cc1,0.0,-4,-5,-4,-0.1,3.5,6,2
COc1ccc(C(=O)NC(C(=O)NCC2(N3CCCCC3)CCCCC2)C(C)C)cc1 (stereo not given),0.0,1,7,0,/,-0.4,-84,-5
CC(=O)N1CCCN(C(=O)c2ccc3nc(Cc4cccc(Cl)c4)oc3c2)CC1,-0.1,-9,-5,-2,-0.2,0.0,-2,-1
CC1CC(C)(C)CC2(C1)NC(=O)N(CC(=O)N1CCN(S(=O)(=O)c3cccs3)CC1)C2=O (stereo not given),0.0,3,3,4,0.0,-0.9,-16,-16
N#Cc1ccc(-c2ccc3c(c2)[C@H]2[C@H](CCN2Cc2ccc4c(c2)OCO4)[C@H](CO)N3)cc1,0.2,?,14,2,-0.8,-0.7,1,4
O=C(Nc1nnc(SCc2ccccc2)s1)c1ccco1,/,/,0,-2,/,/,-10,8
C[C@@H]1CN([C@H](C)CO)C(=O)c2cc(NC(=O)Nc3ccc(C(F)(F)F)cc3)ccc2O[C@@H](C)CCCCO[C@@H]1CN(C)S(=O)(=O)c1ccc(Cl)cc1,0.2,-14,-8,/,0.0,3.9,/,3
CN(C)CC(=O)N1CC2(C1)[C@H](c1ccccc1)[C@H](CO)N2S(C)(=O)=O,0.0,-2,/,1,0.1,-0.1,-4,14
O=C(C[C@H]1C=C[C@H](NS(=O)(=O)c2ccccc2)[C@@H](CO)O1)NCc1ccccc1F,-0.4,-7,-1,1,0.0,-1.5,6,1
COc1ccc(C#Cc2ccc([C@@H]3[C@H]4CN(S(=O)(=O)c5ccccc5)CCCCN4[C@H]3CO)cc2)cc1,0.0,17,-12,0,-0.6,4.7,-8,7
CC(C)(C)[C@@H]1COC(=O)[C@@H](Cc2ccc(F)cc2)C/C=C\C[C@H](CC(=O)N(CCO)Cc2ccccc2)C(=O)N1,0.4,14,6,2,0.0,-1.0,0,/
O=C(C[C@@H]1CC[C@@H](NS(=O)(=O)c2ccccc2)[C@H](CO)O1)N1CCc2ccccc2C1,-0.2,-13,4,-2,0.1,-0.6,6,3
COc1ccccc1CN1CC(C(=O)NCc2nc3ccccc3n2C)CCC1=O (stereo not given),-0.1,6,2,-2,0.5,3.1,-4,3
CCNc1c(NCC)c(=O)c1=O,0.2,5,/,3,-0.1,-5.6,-11,-2
C[C@H](NC(=O)C[C@@H]1C=C[C@H](NC(=O)C2CCC2)[C@@H](CO)O1)c1ccccc1,-0.3,-8,-3,0,-0.1,-1.0,1,13
O=C(C1=C[C@H](C2CC2)C[C@H](OCCCCO)O1)N1CCN(Cc2ccccc2)CC1,0.0,1,6,0,0.0,2.4,-11,-9
